Assay outcomes as filed in PubChem.
TRPC6 activator – activates the mouse TRPC6 cation channel; Q61143; HEK293-TRPC6 membrane potential dye fluorescence; active compounds read high; B-score at 10 µM; hit rate 0.13% among 310,000; AID 2550;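 active = B-score of the integrated fluorescence ratio above library mean plus 3 SD, and starting fluorescence ratio within library mean plus 5 SD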;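 also: higher score means more depolarization so channel activation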
IEC-6 cytotox – kills IEC-6 intestinal cells in KLF5 counter-screen; IEC-6 cytotoxicity, luminescence viability; hit rate 0.78% among 290,000; AID 1825; inhibition, % at 5 µM; in the data active = inhibition above about 22%;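 also: 0% = plate median of test compound wells and 100% = cytotoxic reference compound wells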
aSyn UTR inh – 5' untranslated region of α-synuclein, MLPCN primary screen; alpha-synuclein 5'UTR reporter, inhibitor activity; inhibition, % (tested at 7.5 µM); hit rate 0.82% among 300,000; AID 1813; in the data active = inhibition above about 60%;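 also: H4 neuroglioblastoma cells stably carrying SNCA 5'UTR luciferase fusion; 0% = DMSO wells and 100% = positive control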
TRPC4 agonist – TRPC4 (mouse) channel activation; Q9QUQ5; HEK293 TRPC4beta/mu-opioid, Fluo4 calcium fluorescence; active compounds read high; B-score at 10 µM; hit rate 0.49% among 310,000; AID 2237;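 active = B-score above 5 SD of library B-scores, and initial fluorescence ratio not above library mean plus 5 SD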;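 also: positive B-score marks a calcium rise read as TRPC4 activation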
Target sequence (Q9QUQ5 whole entry, looked up): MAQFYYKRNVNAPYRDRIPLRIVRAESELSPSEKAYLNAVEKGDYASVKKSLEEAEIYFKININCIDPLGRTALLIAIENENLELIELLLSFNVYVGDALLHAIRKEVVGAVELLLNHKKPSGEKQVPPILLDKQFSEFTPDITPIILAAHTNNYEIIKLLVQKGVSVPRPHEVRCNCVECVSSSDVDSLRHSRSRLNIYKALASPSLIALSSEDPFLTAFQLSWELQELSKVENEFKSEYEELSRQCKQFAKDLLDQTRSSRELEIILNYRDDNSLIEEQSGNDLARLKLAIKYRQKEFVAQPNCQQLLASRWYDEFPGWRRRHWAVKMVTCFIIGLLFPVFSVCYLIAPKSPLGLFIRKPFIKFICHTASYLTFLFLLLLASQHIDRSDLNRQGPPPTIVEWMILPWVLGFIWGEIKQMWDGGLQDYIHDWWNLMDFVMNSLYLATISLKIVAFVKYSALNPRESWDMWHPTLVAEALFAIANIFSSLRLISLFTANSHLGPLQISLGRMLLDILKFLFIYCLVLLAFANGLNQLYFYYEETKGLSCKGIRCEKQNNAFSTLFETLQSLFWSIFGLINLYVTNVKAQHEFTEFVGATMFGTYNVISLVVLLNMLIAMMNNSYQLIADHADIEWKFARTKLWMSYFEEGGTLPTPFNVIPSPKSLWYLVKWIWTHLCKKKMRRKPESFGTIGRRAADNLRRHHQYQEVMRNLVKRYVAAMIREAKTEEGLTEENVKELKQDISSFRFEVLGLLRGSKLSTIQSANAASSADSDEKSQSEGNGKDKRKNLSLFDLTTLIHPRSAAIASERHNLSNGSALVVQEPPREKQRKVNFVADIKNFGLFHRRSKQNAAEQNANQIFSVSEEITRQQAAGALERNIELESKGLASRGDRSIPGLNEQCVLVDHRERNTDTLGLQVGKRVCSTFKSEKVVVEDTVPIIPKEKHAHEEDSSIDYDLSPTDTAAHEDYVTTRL
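Assay system: HEK293 stable line with TRPC4beta plus mu-opioid receptor. Times: dye 45 min RT, read 110 s. Measured by: kinetic Fluo4 calcium fluorescence. Measure: B score of integrated ratio. Controls: assay buffer as low control, maximal DAMGO as high control.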
HIF act – HIF pathway transcriptional activation; activation, % at 7.5 µM (by protocol); U2OS HRE-luciferase reporter, luminescence; normalized: DMSO 0%, desferrioxamine 100%; hit rate 0.32% among 300,000; AID 1910;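 active = mean activation of at least 10% of the iron chelator positive control signal, with at least half of replicates also reaching 10%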
TRPC4 potent – allosterically enhances the mouse TRPC4 cation channel; Q9QUQ5; HEK293 TRPC4beta/mu-opioid, DAMGO EC20, Fluo-4 Ca2+ flux; active compounds read high; B-score at 10 µM; hit rate 0.42% among 310,000; AID 2227;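 active = B-score of calcium response area above 5 SD of library B-scores, with initial fluorescence ratio within 5 SD of library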;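 also: B-score of integrated fluorescence ratio over time as area under calcium response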
SKKanGAS inh – SKKanGAS growth inhibition. S. pyogenes SKKanGAS, kanamycin growth, BacTiter-Glo, 6 h. inhibition, % at 7.5 µM. hit rate 1.3% among 300,000. AID 1662;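 active = mean replicate score, as percent of positive control median, at least 50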;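 also: strain carries kanamycin resistance gene driven by streptokinase promoter and grows in 40 µg/ml kanamycin; loss of luminescence reflects streptokinase promoter inhibition or plain growth inhibition; 0% = median of DMSO wells and 100% = positive control at its reference dose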
KLF5 inhibitor – suppresses KLF5 promoter-driven expression; inhibition, % at 5 µM; AID 1700; DLD-1 KLF5 promoter-luciferase reporter, luminescence; hit rate 0.23% among 290,000;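 active = inhibition above a per-plate limit of that plate's mean compound inhibition plus 3 SD, cut at about 60% in these data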;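 also: 0% = DMSO wells and 100% = LY294002 at 200 µM; higher means less KLF5 promoter-driven luciferase light; inactives centre near -14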
MrgX1 antag – human MrgX1 receptor antagonism, primary screen. MRGX1-HEK293 calcium flux, Fluo-4, BAM8-22 antagonism; active compounds read low. AID 588676. Q96LB2. B-score at 10 µM. hit rate 1.3% among 310,000;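 active = calcium-response B-score plate-corrected more than 3 library SD below zero, starting fluorescence within 5 deviations, no agonist response on first addition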;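 also: peak minus trough fluorescence over baseline after final BAM8-22 challenge near maximal dose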
TRPC6 inhibitor – blocks the mouse TRPC6 cation channel | B-score at 10 µM | HEK293-TRPC6, membrane potential dye, ACh-evoked depolarization; active compounds read low | hit rate 1.1% among 310,000 | AID 2553 | Q61143;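 active = B-score under library mean minus 3 SD, initial fluorescence not abnormally high, positive integrated signal ratio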;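 also: B-score derived from integrated fluorescence ratio over the kinetic read; more negative B-score means stronger inhibition of depolarization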
TRPC4 inh – TRPC4 (mouse) channel inhibition | Q9QUQ5 | HEK293 TRPC4beta/mu-opioid, DAMGO-evoked Fluo4 calcium flux; active compounds read low | B-score at 10 µM | hit rate 0.39% among 300,000;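 active = B-score over 3 SD under the library average, no early fluorescence shift, positive overall ratio signal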
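System: stable TRPC4beta/mu-opioid receptor HEK293 cells; Dosing: single-point compound dosing; Measured by: Fluo4 Ca2+ flux fluorescence; Read-out basis: per-well B score of integrated baseline-normalized Fluo4 ratio.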
Starred values were filed as active, the others as inactive; i = inactive; · = not tested or not shown. Random draw from the library. About 5.8% of those tested had a hit in this group.

SMILES	TRPC6 activator	IEC-6 cytotox	aSyn UTR inh	TRPC4 agonist	HIF act	TRPC4 potent	SKKanGAS inh	KLF5 inhibitor	MrgX1 antag	TRPC6 inhibitor	TRPC4 inh
COc1ccc(/C=C/c2nnc(NC(=O)COc3cccc(C)c3)s2)cc1	i	-1	-17	i	-1.2	i	3	-19	i	i	i
CCC/C=C1/CCCOC(C(=O)NCc2cc(C)n(C)n2)(C(F)(F)F)C1 (stereo not drawn)	i	·	-13	i	0.3	i	0	·	i	i	i
COc1cccc(/C=N/NC(=O)c2ccc(COc3ccc(Cl)cc3Cl)o2)c1	i	5	·	i	·	i	-1	2	i	i	i
COc1ccc(CCN(C)CC(O)COC(c2ccc(F)cc2)c2ccc(F)cc2)cc1OC (stereo not drawn)	i	-6	25	i	0.2	i	-3	-55	i	i	i
COc1ccccc1OCCC(=O)Nc1cccc(S(=O)(=O)N2CCCCC2)c1	i	-5	-2	i	-0.4	i	22	-22	i	i	i
CC(C)CNC(=O)c1cc(-c2ccc(Br)cc2)on1	i	2	-187	i	3.1	i	-4	-23	i	i	i
O=C(CN1C(=O)C2C3C=CC(C3)C2C1=O)OCC(=O)c1ccccc1 (stereo not drawn)	i	-7	-4	i	-0.5	i	0	-14	i	i	i
CSCCC(NC(=O)c1ccc([N+](=O)[O-])cc1Cl)C(=O)OCC(=O)N1CCN(C(C)=O)CC1 (stereo not drawn)	i	·	-13	i	-0.4	i	-2	·	i	i	i
CC1CCCN(C(=O)CCCC(=O)N2CCCC(C)C2)C1 (stereo not drawn)	i	-5	-16	i	-0.2	i	-3	-23	i	i	i
O=S(=O)(Nc1ccncc1)c1ccc(Cl)c(Cl)c1	i	1	6	i	-0.2	i	0	-23	i	i	i
CC1CCN(C(=O)C2CCN(C(=O)c3ccc(C(C)(C)C)cc3)CC2)CC1	i	8	47	i	-0.1	i	-2	-11	i	i	i
Nc1nc(SCC(=O)Nc2ccccc2C(F)(F)F)[nH]c(=O)c1-c1ccccc1	i	-4	-4	i	-0.5	i	-4	-56	i	i	i
O=C(CSc1nnc2ccccn12)Nc1ncc(Cl)cc1Cl	i	-8	-78	i	1.6	i	6	-68	i	i	i
Cc1ccc(OCC(=O)Nc2ccc3c(c2)nc(CCN2CCC(C)CC2)n3C)cc1	i	1	0	i	-0.1	i	1	-24	i	i	i
CC1(c2ccc(O)cc2)NC(=O)N(c2ccccc2)N1 (stereo not drawn)	i	-1	-21	i	0.6	i	0	0	i	i	i
CCN1CCN(c2nc3c(C)cccn3c(=O)c2/C=C(\C#N)C(=O)NCCCOC)CC1	i	1	10	i	0.0	i	0	-9	i	i	i
Clc1ccc(Cl)c(-c2nc(-c3ccncc3)no2)c1	i	-7	-131	i	2.8	i	-1	-32	i	i	i
CC(=O)NCCNC(=O)c1ccc(CSc2nc3ccccc3s2)cc1	i	-1	33	i	-1.7	i	6	32	i	i	i
C=CCNC(=O)CSCc1ccc(Br)cc1	i	-2	14	i	-0.8	i	-6	2	i	i	i
Cc1nnc(SCC(=O)NC(=O)NCc2ccco2)s1	i	5	-1	i	-1.0	i	11	4	i	i	i
CC(C)N(CCc1ccncc1)C(=S)Nc1cccc(Cl)c1	i	-3	8	i	0.3	i	-4	-4	i	i	i
O=C(CCNC(=O)c1ccccc1Cl)Nc1nccs1	i	-11	-16	i	0.6	i	-7	1	i	i	i
C/C(=N\NC(=O)COc1cccc(Cl)c1)c1ccc2c(c1)OCCO2	i	-1	-11	i	-0.2	i	-2	-8	i	i	i
COC(=O)c1sccc1NC(=S)N(C)C1CCCCC1	i	1	12	i	-0.3	i	0	-5	i	i	i
CCOc1cc(/C=N/NC(=O)C(=O)NCCCOC(C)C)cc(Br)c1O	i	3	3	i	-0.5	i	6	2	i	i	i
SMILES	TRPC6 activator	IEC-6 cytotox	aSyn UTR inh	TRPC4 agonist	HIF act	TRPC4 potent	SKKanGAS inh	KLF5 inhibitor	MrgX1 antag	TRPC6 inhibitor	TRPC4 inh
CCOC(=O)c1c(C)oc2c1c(CN1CCN(C(=O)OCC)CC1)c(O)c1ccccc12	i	15	-205	i	2.1	i	5	6	i	i	i
Cn1c(CCc2ccccc2)nnc1SCC(=O)N1CCOCC1	i	6	-15	i	0.0	i	3	-3	i	i	i
COc1ccc2c(c1)[nH]c1c(=O)n(Cc3ccncc3)cnc12	i	6	-14	i	1.2	i	-6	-31	i	i	i
COc1ccc(N2CC(O)(c3ccc(C)cc3)[N+]3=C2CCCC3)cc1 (stereo not drawn)	i	5	-9	i	0.5	i	-3	-16	i	i	i
Cc1nc(SCC(=O)c2ccccc2)[nH]c(=O)c1Oc1ccc(Cl)cc1	i	2	5	i	-1.1	i	26	-12	i	i	i
CC(=O)c1c(N2CCN(c3ccc(F)cc3)CC2)nc(=S)n(-c2ccccc2)c1C	i	-5	22	i	-1.2	i	3	-10	i	i	i
CN1C(=O)Nc2cccc3cccc1c23	i	12	37	i	-0.8	i	-1	1	i	i	i
CN(C)S(=O)(=O)c1ccc(C(=O)NCc2ccco2)cc1	i	-4	18	i	-0.3	i	4	16	i	i	i
CCOCCCNC(=O)C(NC(=O)c1ccccn1)c1ccc(C)cc1 (stereo not drawn)	i	2	6	i	1.4	i	0	-6	i	i	i
O=C(COc1ccc(S(=O)(=O)N2CCOCC2)cc1)N1CCN(c2ccccc2)CC1	i	1	10	i	0.2	i	-2	-43	i	i	i
COc1ccc(N2CC(O)(c3ccc(OC(F)F)cc3)[N+]3=C2CCCC3)cc1 (stereo not drawn)	i	5	-10	i	-0.5	i	-6	15	i	i	i
CCc1nn(CC(=O)NC(C)CCc2ccccc2)c(=O)c2cc3occc3n12 (stereo not drawn)	i	-5	11	i	0.3	i	-3	-51	i	i	i
Cc1nc2ccccc2c2oc(C(=O)NCCCN3CC(C)CC(C)C3)cc12 (stereo not drawn)	i	7	-33	83*	0.6	i	7	5	i	i	i
O=C(Nc1ccncc1)Nc1ccccc1Cl	i	1	-54	i	0.0	i	3	-65	i	i	i
COc1ccc(/C=N/N2C(=O)c3ccccc3C2=O)cc1	i	-1	1	i	-0.1	i	-2	-35	i	i	i
COCCN1C(=O)c2ccc(C(=O)Nc3cccnc3)cc2C1=O	i	2	-4	i	0.5	i	4	-8	i	i	i
COc1ccc(NC(=O)Cn2nnc(-c3ccccc3NC(=O)c3cccs3)n2)cc1	i	4	-169	i	2.7	i	11	2	-7*	i	i
O=C(Cn1c(NCCCO)nc2ccccc21)c1cccc(Br)c1	i	3	4	i	-1.2	i	1	-9	i	i	i
NC(=S)c1ccc(C(N)=S)o1	i	-12	-16	i	·	i	4	-20	i	i	i
Cc1ccc(S(=O)(=O)Nc2ccc(N=Nc3ccc(O)cc3)cc2)cc1	i	-8	-15	i	0.1	i	13	8	i	i	i
COC(=O)c1ccccc1-c1ccc(C(c2c(C)[nH][nH]c2=O)c2c(C)[nH][nH]c2=O)o1	i	-1	-30	i	0.0	i	1	-32	i	i	i
O=C(Nc1cccc(Cl)c1)C1CC1c1ccccc1 (stereo not drawn)	i	·	26	i	-0.2	i	1	·	i	i	i
N#CCCN(C(=O)COC(=O)c1ccc2c(=O)n3c(nc2c1)CCC3)c1ccccc1	i	-2	4	i	-0.1	i	2	21	i	i	i
COCCN(C(=O)c1csnn1)C(C(=O)NC1CCCCC1)c1cccs1 (stereo not drawn)	i	-4	28	i	-0.6	i	-1	-22	i	i	i
COc1ccc(CCNC(=O)c2cc3c(=O)n4cccc(C)c4nc3n(CCCN3CCOCC3)c2=N)cc1	i	3	-67	i	0.0	i	0	-15	i	i	i
SMILES	TRPC6 activator	IEC-6 cytotox	aSyn UTR inh	TRPC4 agonist	HIF act	TRPC4 potent	SKKanGAS inh	KLF5 inhibitor	MrgX1 antag	TRPC6 inhibitor	TRPC4 inh
CC(C)(C)NC(=O)c1ccc2c(c1)C(=O)N(C1CCCCC1)C2=O	i	-5	-14	i	0.1	i	4	8	i	i	i
CC(=O)Nc1ccc(NC(=O)C(C)OC(=O)C2CCC2)cc1 (stereo not drawn)	i	·	-4	i	0.0	i	-8	·	i	i	i
CCOC(=O)C1CCN(C(=O)C2CCN(c3nc4ccc(OC)cc4s3)CC2)CC1	i	-4	-20	i	-0.2	i	-6	-19	-5.5*	i	i
CC(=O)N1c2ccc(S(=O)(=O)NCCC(=O)Nc3ccc(F)cc3C)cc2CC1C (stereo not drawn)	i	1	-3	i	0.1	i	-14	-13	i	i	i
CN(c1cccc(NC(=O)c2ccc(N(C)S(=O)(=O)c3ccccc3)cc2)c1)S(C)(=O)=O	i	-2	12	i	-0.8	11*	7	-4	i	i	i
COc1cc(/C=N/N2CCN(Cc3ccc(Cl)cc3)CC2)ccc1OC(C)=O	i	-2	-14	i	-11	i	-4	-41	i	i	i
CCOC(=O)c1sc(=S)n(C)c1NC(=O)c1ccc(F)cc1	i	1	23	i	-0.6	i	-5	-9	i	i	i
COC(=O)c1c(NC(=O)C2SC(=NC3CCCCC3)C(C(N)=O)=C2N)sc2c1CCCC2 (stereo not drawn)	i	-1	-21	i	-0.9	i	7	-46	i	i	i
COc1ccc(OCCn2cc(C=O)c3ccccc32)cc1	i	-8	34	i	-0.6	i	3	-14	i	i	i
O=C(CN1CCN(c2ccccn2)CC1)Nc1cccc(Cl)c1Cl	i	3	6	i	-1.6	i	1	-16	i	i	i
Cc1nnsc1C(=O)N/N=C/c1ccc(OC(F)(F)F)cc1	i	-6	-14	i	-0.8	i	-4	-38	i	i	i
Nc1ncnc(Sc2ccc(Cl)cc2)c1[N+](=O)[O-]	i	5	-51	i	0.0	i	-12	-19	i	i	i
NNC(=O)Cn1c(-c2ccccn2)nc2ccccc21	i	-5	-7	i	-1.0	i	-2	-2	i	i	i
CC(=C\C(=O)O)/C(=C/c1ccccc1)C(=O)O	i	5	-9	i	-0.5	i	-5	-20	i	i	i
Cc1ccc(OCCC(=O)OCC(=O)c2c(N)n(C)c(=O)n(C)c2=O)cc1	i	·	-2	i	-33	i	-17	·	i	i	i
COc1ccc2c(C)c(CC(=O)N3CCN(C(=O)C4COc5ccccc5O4)CC3)c(=O)oc2c1 (stereo not drawn)	i	-1	-4	i	-0.3	i	0	-25	i	-5.3*	i
